High-throughput results from PubChem BioAssay.
OXTR potentiator = potentiators of human oxytocin receptor; CHO-OTR cells, Fluo-8 calcium fluorescence, potentiator mode; 0% = oxytocin EC15, 100% = EC100; hit rate 0.061% among 320,000; P30559; activation, % at 3 µM;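 active = activation above that plate's cutoff, the mean activation of tested compounds plus 3 SD, cut at about 6.6% in these data, passing the limit was not always enough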;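 also: 100% uses oxytocin at 75 nM as the full agonist control; some results filed as inactive read as strong as hits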
Target sequence (P30559 whole entry, looked up): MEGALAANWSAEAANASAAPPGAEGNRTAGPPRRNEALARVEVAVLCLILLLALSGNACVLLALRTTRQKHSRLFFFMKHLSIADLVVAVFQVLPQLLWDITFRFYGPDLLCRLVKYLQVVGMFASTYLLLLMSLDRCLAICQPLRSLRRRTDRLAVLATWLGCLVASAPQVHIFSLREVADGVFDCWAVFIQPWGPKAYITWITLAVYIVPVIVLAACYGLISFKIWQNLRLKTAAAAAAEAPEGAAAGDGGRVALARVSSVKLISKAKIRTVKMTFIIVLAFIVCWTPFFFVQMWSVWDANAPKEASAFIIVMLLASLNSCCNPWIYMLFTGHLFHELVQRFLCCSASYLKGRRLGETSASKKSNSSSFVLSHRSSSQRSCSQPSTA
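Measured by – Fluo-8 calcium dye fluorescence · Test system – human OTR in CHO cells · Dosing – one concentration, 3.0 µM compound · Controls – EC15 oxytocin alone as 0%, 75 nM oxytocin as 100% · Evaluation – normalized max/min fluorescence ratio, % activation · Timing – 6 min pre-incubation, 100 s read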
CHO-K1 Ca antag = counter-screen for M1 antagonists: effect in parental CHO-K1 cells; ATP-induced calcium, Fluo-8 fluorescence; AID 602250; hit rate 0.6% among 360,000; inhibition, % at 3 µM;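 active = inhibition above a per-plate cutoff, the plate's mean sample inhibition plus 3 SD, cut at about 24% in these data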;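 also: 0% = DMSO plus EC80 ATP and 100% = DMSO alone without ATP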
V1aR counter = V1a receptor agonism, counter-screen for OXTR agonists. hit rate 0.25% among 320,000. AID 2797. P37288. CHO-V1R cells, Fluo-8 calcium fluorescence, agonist mode; 0% DMSO, 100% 3 nM vasopressin. activation, % at 3 µM;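 active = activation above the mean activation of all tested compounds plus 3 SD, per screening run, cut at about 20% in these data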;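 also: signal is peak over basal fluorescence ratio across a 100 second FLIPR read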
Target sequence (P37288 whole entry, looked up): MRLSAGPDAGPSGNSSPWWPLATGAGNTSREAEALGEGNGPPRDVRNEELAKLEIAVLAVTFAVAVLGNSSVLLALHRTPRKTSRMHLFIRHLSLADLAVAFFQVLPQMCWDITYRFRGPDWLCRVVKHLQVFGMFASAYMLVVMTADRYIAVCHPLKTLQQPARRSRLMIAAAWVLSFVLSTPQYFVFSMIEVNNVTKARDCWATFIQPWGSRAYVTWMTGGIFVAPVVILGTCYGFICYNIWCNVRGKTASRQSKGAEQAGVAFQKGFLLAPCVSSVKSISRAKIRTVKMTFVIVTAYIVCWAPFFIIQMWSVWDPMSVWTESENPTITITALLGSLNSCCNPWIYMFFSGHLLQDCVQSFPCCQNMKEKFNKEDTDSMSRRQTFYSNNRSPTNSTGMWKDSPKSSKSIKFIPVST
GPR7 antag = human neuropeptides B/W receptor 1 antagonism; inhibition, % at 4.4 µM; hit rate 1.1% among 290,000; GPR7-expressing cells, fluorescence antagonist assay; in the data active = inhibition above about 16%, passing the limit was not always enough;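 also: cells stimulated with the agonist NPW; 0% = agonist with vehicle and 100% = vehicle without agonist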
CHO-K1 Ca ag = counter-screen for M1 agonists: effect in parental CHO-K1 cells; Fluo-8 calcium fluorescence; scaled to maximal ATP response, vehicle zero; hit rate 0.48% among 360,000; activation, % at 3 µM; in the data active = activation above about 15%;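 also: untransfected CHO-K1 host cells lacking M1 receptor as counterscreen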
TAAR1 antag = human TAAR1 antagonism; Q96RJ0; CHO RD-HGA16 TAAR1, Fluo-8 calcium fluorescence, antagonist; inhibition, % at 3 µM; hit rate 1.5% among 360,000; AID 624466;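 active = inhibition above a per-plate cutoff, the mean inhibition of test compounds on that plate plus 3 SD, cut at about 49% in these data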;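 also: 0% = DMSO plus EC80 beta-PEA response and 100% = DMSO alone without agonist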
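Test system: CHO RD-HGA16 cells bearing hTAAR1 | Reagent: β-PEA, EC80 | Compound dosing: 3 µM, single point | Schedule: Dye loading 75 min at 37 °C, then 30 min room temperature | Signal: Calcium fluorescence with Fluo-8 | Evaluation: Percent inhibition of PEA-evoked calcium signal, max/basal emission ratio | Control set: DMSO-only wells and EC80 β-PEA-stimulated wells | Repeats: Singlicate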
M1 PAM parental = counter-screen for M1 PAMs: effect in parental CHO-K1 cells; ATP EC20, Fluo-8 calcium fluorescence; 0% at ATP EC20, 100% at ATP max; activation, % at 3 µM; hit rate 0.02% among 360,000;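 active = activation above the run cutoff, the mean activation of all test compounds plus 3 SD, cut at about 40% in these data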;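 also: peak over basal fluorescence ratio in a 140 s read after ATP addition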
CHO parental Ca = signal in parental CHO cells, OX1R antagonist counter-screen | parental CHO-K1, ATP-induced calcium, Fluo-8 fluorescence | inhibition, % at 5.6 µM | hit rate 0.63% among 330,000;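 active = inhibition above that plate's mean sample inhibition plus 3 SD, cut at about 26% in these data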;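 also: 0% = ATP-challenged DMSO wells and 100% = DMSO wells without ATP; some compounds past the cut are filed as inactive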
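Assay system – parental CHO cells · Reagent – ATP stimulus · Detection – intracellular calcium via Fluo-8 no-wash fluorescent dye · Evaluation – percent inhibition of ATP-evoked calcium rise, normalized to controls · Controls – ATP wells versus no-ATP DMSO wells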
OXTR ag = agonists of human oxytocin receptor. AID 2435. hit rate 0.32% among 320,000. P30559. activation, % at 3 µM. CHO-OTR cells, Fluo-8 calcium fluorescence; normalized: DMSO 0%, oxytocin 100%;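 active = activation above the mean of all tested compounds plus 3 SD, cutoff set per screening run, cut at about 20% in these data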;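 also: peak over basal fluorescence ratio from a 100 s FLIPR kinetic read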
* marks the source's active call; other numbers are inactive results; · = no result given; & = joins results of further samples. Not all compounds are listed; the hit share may differ from the screen's.

A first look:
SMILES | OXTR potentiator | CHO-K1 Ca antag | V1aR counter | GPR7 antag | CHO-K1 Ca ag | TAAR1 antag | M1 PAM parental | CHO parental Ca | OXTR ag
CCn1cc(C(=O)NCc2ccccc2)c2ccccc21 | -25 | -13 | 0.0 | -1 | 0.7 | 0 | 9 | -6 | -1.5
CCOCC(=O)NC1CCSC1=O (centres undefined) | -5 | -5 | 0.5 | -5 | 0.1 | -6 | 18 | -6 | 0.1
CCCCC(=O)N/N=C/c1c(O)n(CCc2ccc(OC)c(OC)c2)c(=O)[nH]c1=O | 1 | 5 | -0.3 | -4 | 3.8 | 12 | -9 | -7 | -1.0
COc1ccc(CCNC(=O)c2c(N)n(CCN3CCOCC3)c3nc4ccccc4nc23)cc1 | -18 | -8 | -0.6 | -17 | 1.9 | 48 | 25 | -19 | 0.3
CCCCn1nnnc1C(CC)N1CCC2(CC1)C(=O)NCN2c1ccccc1 (centres undefined) | · | 7 | · | · | 2.6 | -2 | 19 | · | ·
CNC(=S)N/N=C1\C2CN3CCN(C2)CC1(c1ccccc1)C3 | 4 | -4 | 0.1 | -12 | 0.4 | -9 | 19 | -7 | 1.0
CCOC(=O)c1c(NC(=O)c2c(N)n(CCCOC)c3nc4ccccc4nc23)sc2c1CCCC2 | -2 | -9 | 0.5 | 0 | -0.1 | -3 | -5 | -12 | 0.3
O=C(c1cccnc1)c1cc2ccccc2[nH]1 | 3 | -8 | 0.8 | 3 | 0.7 | -19 | 0 | 4 | -0.6
Cc1c(N=Nc2c(O)n(C)c(=O)n(C)c2=O)c(=O)n(-c2ccccc2)n1C | 5 | -5 | 0.2 | -3 | 0.7 | -6 | 23 | -4 | -1.3

The whole of this part, repeating the preview:
SMILES | OXTR potentiator | CHO-K1 Ca antag | V1aR counter | GPR7 antag | CHO-K1 Ca ag | TAAR1 antag | M1 PAM parental | CHO parental Ca | OXTR ag
CCn1cc(C(=O)NCc2ccccc2)c2ccccc21 | -25 | -13 | 0.0 | -1 | 0.7 | 0 | 9 | -6 | -1.5
CCOCC(=O)NC1CCSC1=O (centres undefined) | -5 | -5 | 0.5 | -5 | 0.1 | -6 | 18 | -6 | 0.1
CCCCC(=O)N/N=C/c1c(O)n(CCc2ccc(OC)c(OC)c2)c(=O)[nH]c1=O | 1 | 5 | -0.3 | -4 | 3.8 | 12 | -9 | -7 | -1.0
COc1ccc(CCNC(=O)c2c(N)n(CCN3CCOCC3)c3nc4ccccc4nc23)cc1 | -18 | -8 | -0.6 | -17 | 1.9 | 48 | 25 | -19 | 0.3
CCCCn1nnnc1C(CC)N1CCC2(CC1)C(=O)NCN2c1ccccc1 (centres undefined) | · | 7 | · | · | 2.6 | -2 | 19 | · | ·
CNC(=S)N/N=C1\C2CN3CCN(C2)CC1(c1ccccc1)C3 | 4 | -4 | 0.1 | -12 | 0.4 | -9 | 19 | -7 | 1.0
CCOC(=O)c1c(NC(=O)c2c(N)n(CCCOC)c3nc4ccccc4nc23)sc2c1CCCC2 | -2 | -9 | 0.5 | 0 | -0.1 | -3 | -5 | -12 | 0.3
O=C(c1cccnc1)c1cc2ccccc2[nH]1 | 3 | -8 | 0.8 | 3 | 0.7 | -19 | 0 | 4 | -0.6
Cc1c(N=Nc2c(O)n(C)c(=O)n(C)c2=O)c(=O)n(-c2ccccc2)n1C | 5 | -5 | 0.2 | -3 | 0.7 | -6 | 23 | -4 | -1.3
COc1cc(Cn2c(N)c(C(=O)NCc3ccco3)c3nc4ccccc4nc32)cc(OC)c1OC | -15 | -6 | 0.8 | 5 | 0.5 | 8 | 10 | -5 | 2.9
COCCOC(=O)c1c(N)n(Cc2ccccc2)c2nc3ccccc3nc12 | -10 | 3 | 6.0 | 16 | 1.1 | 8 | 2 | -27 | 4.6
COC1C(O)C(C)OC(OC2C(Oc3cccc4c(O)c5c(=O)oc6ccc(C)c7c(=O)oc(c34)c5c67)OC(C)C(O)C2O)C1O (centres undefined) | · | 4 | · | · | -0.1 | -15 | 0 | · | ·
Fc1cccc(C2NCCc3[nH]cnc32)c1 (centres undefined) | 1 | -10 | 1.1 | -4 | 2.6 | -4 | 23 | 0 | 0.9
CCN(CC)C(=O)c1ccc(NC(=O)c2cccc(C(F)(F)F)c2)cc1 | -21 | -15 | 2.6 | -9 | 4.4 | 19 | -6 | 8 | 1.7
CN(C)CCOC(=O)c1cn(Cc2ccccc2)c2ccccc12 | -6 | -10 | 2.2 | 7 | 1.6 | 2 | 15 | 4 | 5.4
O=S(=O)(c1ccccc1)N1CC1c1ccccc1 (centres undefined) | -1 | -7 | 0.6 | -6 | 12 | -8 | 22 | -11 | 0.0
CCOc1ccc(-n2c(O)c(C=Nc3ccc(N(CC)CC)cc3)c(=O)[nH]c2=O)cc1 | -6 | -19 | 0.9 | -11 | 0.0 | -8 | -6 | -16 | 0.6
CC(=O)Nc1ccc([As](=O)(O)c2ccc([N+](=O)[O-])cc2)cc1 | -2 | 1 | 0.9 | -15 | 0.6 | -19 | -9 | -7 | -0.2
Cc1c(C(c2ccc(Cl)cc2Cl)c2c(O)c3ccccc3oc2=O)c(=O)n(-c2ccccc2)n1C (centres undefined) | 1 | -2 | -1.2 | -25 | -0.2 | -14 | -8 | -17 | -0.3
OC(c1cccc(Cl)c1)(c1cccc(Cl)c1)C1CN2CCC1CC2 (centres undefined) | -2 | 4 | 1.3 | 34* | 5.9 | 30 | 8 | -1 | 4.8
N#C/C(=C\c1cccc(O)c1)C(=O)O | · | -5 | · | · | 0.3 | 3 | 14 | · | ·
CN1CCN(c2ccc3c(c2)S(=O)(=O)c2ccccc2C3=O)CC1 | -8 | -8 | 0.8 | · | 0.2 | -1 | 1 | -3 | 1.4
Cc1c(P(=S)(c2ccccc2)c2ccccc2)[n+]2ccccc2n1C | · | -9&-8 | · | -10 | 0.5&-0.3 | -7&7 | 19&5 | · | ·
CCN1C(=O)NC(=O)/C(=C/c2cc(C)n(-c3sc(C)c(C)c3C#N)c2C)C1=O | -6 | -7 | 0.0 | 4 | 0.5 | 26 | 13 | -1 | -1.0
CC1(C)CN=C(NCc2ccccc2)S1 | -9 | -1 | -0.4 | -13 | 1.0 | -9 | 25 | 3 | 0.2
Cc1ccc(-n2c(O)c(C=NCc3cccnc3)c(=O)[nH]c2=O)cc1C | -12 | 1 | 0.5 | -10 | -0.1 | 5 | -5 | -9 | 0.1
CCOc1ccc(CN2CCCC(C(=O)c3ccccc3OC)C2)cc1 (centres undefined) | -11 | -13 | 0.7 | 7 | 0.4 | -3 | 6 | -22 | 1.4
COCCCn1c(N)c(C(=O)OCCOC)c2nc3ccccc3nc21 | -1 | -3 | 0.6 | -4 | 0.3 | -10 | 11 | -18 | -0.8
O=P1(NCCCn2cc[n+](Cc3nc4ccccc4[nH]3)c2)C=C(c2ccccc2)OC(c2ccccc2)=C1 | -6 | -11 | -0.5 | -7 | 1.0 | -14 | 11 | -8 | -0.2
Cc1nc2ccccc2c(=O)n1-c1nccs1 | · | -4 | · | · | 0.2 | -13 | 9 | · | ·
CCOC(=O)C(O)(c1ccc(NC(=S)NC(=O)c2ccc(Cl)cc2Cl)c(C)c1)C(F)(F)F (centres undefined) | -13 | 20 | 34* | 88* | 14 | 99* | -2 | 50* | 32*
COc1ccc(/C=C/C(=O)c2c(O)n(CCC3=CCCCC3)c(=O)[nH]c2=O)cc1OC | 2 | -15 | 0.6 | -16 | 0.1 | -25 | 17 | 7 | 0.7
CC(C)CCCn1c(O)c(/C=C2/C=CC=N2)c(=O)[nH]c1=O | -11 | 11 | -0.8 | -5 | 4.1 | 33 | -14 | -15 | -1.5
Cc1ccccc1OP(=O)(Oc1ccccc1C)N1CCOCC1 | · | 3 | · | · | 0.9 | -15 | 11 | · | ·
COc1ccc(C2C([N+](=O)[O-])=C(N)Oc3c2c(=O)oc2ccccc32)cc1 (centres undefined) | 1 | · | 0.4 | -4 | · | · | · | -8 | 0.4
O=c1c2ccccc2[nH]c(=S)n1-c1cccc(C(F)(F)F)c1 | · | -4 | · | · | 0.9 | 1 | 4 | · | ·
O=c1[nH]oc2c1CCNC2 | 4 | -6 | -0.1 | · | -0.3 | -8 | 8 | -1 | 0.1
O=C(N/N=C/c1c(O)n(-c2cccc3ccccc23)c(=O)[nH]c1=O)c1ccncc1 | -10 | 2 | 0.8 | 1 | 0.7 | -4 | -6 | -7 | 0.2
CSc1ncc(/C=C2/C(=O)NC(=O)N(c3ccc(C(C)C)cc3)C2=O)cn1 | 2 | -2 | 0.5 | -11 | -0.3 | -24 | 11 | -5 | 2.0
CCCC1(CC(C)C)C(=O)NC(=S)NC1=O | · | 7 | · | · | -0.1 | -5 | -18 | · | ·
Cn1cccc1CNCCc1ccc(F)cc1 | -6 | 1 | 1.7 | -3 | 0.1 | 32 | 2 | -11 | -0.2
Cc1cc(S(=O)(=O)NCC(C)C)ccc1OCC(=O)N1CCN(Cc2ccccc2)CC1 | -15 | 12 | 4.4 | -12 | 0.9 | -3 | -8 | -29 | 4.0
N#C/C=C/C#N | -1 | 12 | 1.0 | · | 0.2 | -2 | 6 | -5 | 0.6
NP(=O)(OCCCc1ccccc1)Oc1ccccc1 (centres undefined) | -9 | 4 | 1.3 | 0 | 4.9 | -22 | 12 | 2 | -0.4
COc1ccc(NC2Oc3cc4c(cc3C(c3cc(OC)c(OC)c(OC)c3)C2C)OCO4)cc1 (centres undefined) | · | 0 | · | · | 1.7 | -6 | 2 | · | ·
O=c1[nH]c(=O)n(CCc2ccccc2)c(O)c1C=NCCCn1ccnc1 | 2 | 62* | 0.5 | -7 | 0.5 | -8 | -6 | 9 | 1.0
CS(=O)(=O)N1CCN(C(=N)N[N+](=O)[O-])CC1 | -6 | -4 | 1.3 | 6 | 0.3 | 5 | 22 | -2 | -0.6
C(=NC12CN3CN(CN(C3)C1)C2)c1cccnc1 | -4 | -1 | -0.5 | -3 | 0.2 | 0 | -6 | -5 | 0.7
O=C1CC(=O)N(c2cccc(Cl)c2)C(=O)N1 | -3 | -13 | 1.2 | -16 | 0.0 | -2 | 18 | 0 | 0.8
CCN1CCN(c2nc([N+](=O)[O-])nn2C)CC1 | 5 | -8 | -0.3 | 13 | 0.0 | 17 | 13 | 8 | 1.1
CC(N)Cc1c[nH]c2ccc(Cl)cc12 (centres undefined) | -15 | -3 | 0.3 | -11 | 0.7 | 18 | 16 | -9 | 2.6
